# All columns: NCI-60 one-dose screen, growth in % after 48 h at 10 µM unless noted; 100 = growth as untreated, 0 = no growth, -100 = all killed.
# NCI-H226: NCI-H226 lung cancer | 79,000 compounds, 3.5% hits | AID 1794732
# HCT-15: HCT-15 colon cancer. 82,000 compounds, 5.2% hits. AID 1794746
# NCI-H522: NCI-H522 lung cancer; 78,000 compounds, 8% hits; AID 1794739
# COLO 205: COLO 205 colon cancer | 79,000 compounds, 7.3% hits | AID 1794742
# NCI/ADR-RES: NCI/ADR-RES ovarian cells; 81,000 compounds, 4.4% hits; AID 1794790
# NCI-H23: NCI-H23 lung cancer; 80,000 compounds, 4% hits; AID 1794731
# NCI-H322M: NCI-H322M lung cancer; 80,000 compounds, 2.7% hits; AID 1794733
# NCI-H460: NCI-H460 lung cancer. 82,000 compounds, 6.8% hits. AID 1794736
# HCT-116: HCT-116 colon cancer. 82,000 compounds, 7.3% hits. AID 1794798
# * = called active by the depositor; x = no result given; & = joins results of further samples; [ ] = dose if it differs, or a comment. Rule for the calls: active = growth percent below 10; inactive = the rest.
# Start of the data: the first 3 entries as a preview:
SMILES,NCI-H226,HCT-15,NCI-H522,COLO 205,NCI/ADR-RES,NCI-H23,NCI-H322M,NCI-H460,HCT-116
C=CCNc1nc(NN2C(=O)c3cccc4cccc(c34)C2=O)nc(-n2cnc3ccccc32)n1,52,67,77,103,72,77,94,95,80
COc1ccc(C2=C(Nc3ccc(C(=O)Nc4ccccc4)cc3)C(=O)N(C)C2=O)cc1,95,89,60,105,87,89,89,108,107
CC/C(=C(\c1ccc(OCCN2CCOCC2)cc1)c1ccc(OC(=O)c2ccccc2)cc1)c1ccc(Cl)cc1,97,106,92,112,110,100,79,100,86

# This part in full, from the first entry:
SMILES,NCI-H226,HCT-15,NCI-H522,COLO 205,NCI/ADR-RES,NCI-H23,NCI-H322M,NCI-H460,HCT-116
C=CCNc1nc(NN2C(=O)c3cccc4cccc(c34)C2=O)nc(-n2cnc3ccccc32)n1,52,67,77,103,72,77,94,95,80
COc1ccc(C2=C(Nc3ccc(C(=O)Nc4ccccc4)cc3)C(=O)N(C)C2=O)cc1,95,89,60,105,87,89,89,108,107
CC/C(=C(\c1ccc(OCCN2CCOCC2)cc1)c1ccc(OC(=O)c2ccccc2)cc1)c1ccc(Cl)cc1,97,106,92,112,110,100,79,100,86
O=C1Nc2ccccc2B(O)N1c1cc(C(F)(F)F)cc(C(F)(F)F)c1,77,70,x,87,63,93,93,62,77
Cc1csc(Nc2nc(-c3ccccn3)nc(C(Cl)(Cl)Cl)n2)n1,101,57,87,92,67,85,80,84,75
CCN1CCN(C(=O)[C@]23CC[C@@H](C)[C@H](C)[C@@H]2C2=CC[C@@H]4[C@@]5(C)CCC(=O)C(C)(C)[C@@H]5CC[C@@]4(C)[C@]2(C)CC3)CC1,36,8.6*,-53*,-51*,9.2*,21,10,-55*,-48*
COc1ccc(NC2=C(Sc3nc(C)cc(C)n3)C(=O)N(Cc3ccccc3)C2=O)cc1Cl,80[30 µM],74[30 µM],86[30 µM],110[30 µM],63[30 µM],84[30 µM],111[30 µM],61[30 µM],77[30 µM]
COc1cc(/C=C2\CN(C)Cc3c2nc2nc(SC)[nH]c(=O)c2c3-c2cc(OC)c(OC)c(OC)c2)cc(OC)c1OC,96,93,47,87,54,84,112,78,42
FC(F)(F)c1ccc(-c2cnc(Br)nc2NC2CCCCCC2)cc1,53,73,7.8*,25,78,33,78,29,20
CCCCCN1C(=O)/C(=c2\sc3n(c2=O)NC2C(N=3)N(CC)C(=O)N2CC)c2cc(Cl)ccc21 (stereo unspecified),99,86,92,122,111,x,100,104,96
CCOC(=O)c1c(NC(=O)c2cccc(C(F)(F)F)c2)sc2c1CCC(OCC)=C2,98,14,37,101,48,51,77,58,32
CCOC(=O)c1[nH]c(C)c2c1CCc1cncnc1-2,89,105,99,128,111,83,124,107,97
COc1ccc(C(=O)CSc2nccc(Nc3ccc(S(=O)(=O)Nc4ncccn4)cc3)n2)cc1,99,105,93,115,116,110,118,111,95
CCCCCN1C(=O)[C@H](CC(C)C)C[C@H]1CNCC(=O)OC(C)(C)C,88,108,84,x,94,96,104,106,95
O=C1CSC(SC(=O)Oc2ccc(Cl)cc2Cl)=N1,114,117,100,137,100,98,118,127,93
Cc1ccc2nc(-c3ccc(OCC(=O)N=Nc4c(O)[nH]c5ccccc45)cc3)[nH]c2c1,93,86,79,58,90,95,91,-13*,-20*
O=C(COc1ccc2c(c1)CCCC(=O)N2)NCc1ccccc1,94,42,89,106,80,95,112,104,93
N#Cc1nc(CC(=O)/C=C/c2ccccc2)c(CC(=O)/C=C/c2ccccc2)nc1C#N,78,98,97,123,91,88,91,95,94
COC(=O)CCN1CCN(c2cccc(Cl)c2)CC1,97,110,92,x,104,102,86,128,102
O=S(=O)(O)c1ccc(N=Nc2ccc(N=Nc3cc(S(=O)(=O)O)c4ccccc4c3O)cc2)cc1,96,102,87,111,98,98,95,x,99
O=C(NCCCCCCNC(=O)c1ccccc1)c1ccccc1,94,89,97,119,104,104,99,100,95
O=C(Nc1ccncc1)C(=O)c1cn(S(=O)(=O)c2cccc(Cl)c2F)c2ccccc12,75,50,35,106,59,64,97,90,31
Nc1ncc(-c2ccc(NS(=O)(=O)c3ccc(Cl)cc3)cc2)[nH]1,84,95,88,112,98,77,83,85,84
COc1ccc2nc(-c3ccc(-n4c(=O)c5cccnc5n(-c5ccc(Cl)cc5)c4=O)cc3)sc2c1,97,100,103,77,108,108,110,107,91
CCCCCCCCCCCCCCCCCCOc1ccc(CC(=O)NCC[N+]2(C)CCCC2)cc1,111,99,90,112,98,102,72,104,91

# (cont.)
SMILES,NCI-H226,HCT-15,NCI-H522,COLO 205,NCI/ADR-RES,NCI-H23,NCI-H322M,NCI-H460,HCT-116
N#Cc1c(-c2ccccc2)nc2c(N=Nc3ccc(S(N)(=O)=O)cc3)c(N)nn2c1N,76,109,46,112,87,84,79,96,92
N#C/C(=C\c1ccc(-c2ccc(Cl)cc2)o1)C(=O)Nc1ncc(Cc2ccc(Cl)cc2)s1,65,38,46,57,26,32,23,-38*,3.1*
O=C1c2cccc(-c3ccc(C(F)(F)F)cc3)c2C2CC=CCN12 (stereo unspecified),79,81,61,84,79,x,x,95,81
CCCCCCCC/C=C\CCCCCCCC(=O)OCCCCCCCCCCCCCCCC,96,101,115,117,x,102,118,106,105
COc1ccc2cc(-c3csc(N)n3)c(=O)oc2c1,87,99,79,103,96,91,85,92,91
CC(C)N(Sc1nc2ccccc2s1)Sc1nc2ccccc2s1,89,80,75,96,90,89,100,99,74
CN1CCN(Cc2ccc(NC(=O)c3cncc(C#Cc4cnc5ccc(NC6CCOCC6)nn45)c3)cc2C(F)(F)F)CC1,-53*,-48*,-68*,-91*,7.4*,-53*,-20*,-81*,-79*
Nc1ccccc1C(=O)Nc1ccc(Cl)cc1Cl,96,101,79,x,91,93,106,104,60
COc1ccc(-c2cnc(SCC(=O)Nc3ccc(-c4nc5ccccc5s4)cc3)n2-c2ccc(OC)cc2)cc1,105,x,x,112,107,101,102,110,107
O=C(NNC(=O)c1ccc2ccccc2c1)c1cccc(Cl)c1,103,102,101,107,105,104,106,106,113
CCCCC(C(=O)O)C1CCCCC1 (stereo unspecified),98,98,91,113,104,109,102,108,103
COc1cc(C2CC(c3ccc(N4CCOCC4)cc3)=NN2c2nc(-c3ccc(Cl)cc3)c(C#N)c(N3CCOCC3)n2)cc(OC)c1OC (stereo unspecified),86,91,89,89,94,x,96,90,93
CS(=O)(=O)c1ccc(C(=O)N=Nc2c(O)[nH]c3ccccc23)cc1,104,102,99,119,112,96,110,113,101
O=C(Nc1nc2ccc(OC(F)(F)F)cc2s1)c1ccc(F)cc1,21,12,x,-17*,6.2*,-35*,30,-13*,-28*
COc1ccc(-c2nn(Cc3ccccc3)c3c2-c2oncc2CC3)cc1,113,92,79,140,80,98,110,111,98
Cc1cccc(CN)n1,112,83,82,106,100,106,104,114,104
N#CC(C#N)C(C#N)C#N,100,103,x,99,101,98,103,105,87
N#CC1(C#N)C2c3ccccc3C(c3ccccc32)C1(C#N)C#N,94,91,59,100,99,99,95,100,80
Cc1ccc(C(=O)OC(C)C)cc1,114,104,99,128,111,102,108,112,100
CCOC(=O)/C(C#N)=C/c1ccc([N+](=O)[O-])cc1,100,103,116,117,102,104,97,104,105
Cc1ncc(C(=O)Nc2ccccc2)[nH]1,x,98,x,103,108,105,125,112,105
O=c1nc2s/c(=C\c3ccco3)c(=O)n2c2nc(-c3ccccc3)c(-c3ccccc3)nc12,99,109,100,105,104,100,103,100,110
COc1cc2cc(NCc3cccc(Cl)c3)nc(C)c2cc1OC,36,48,18,32,43,23,37,23,8.0*
C/C(=C\c1ccc2ccccc2c1)[N+](=O)[O-],67,x,x,-27*,88,75,78,99,-41*
CC1CCc2c(sc(NC(=O)CSc3nnc4ccccn34)c2C(N)=O)C1 (stereo unspecified),103,106,108,126,118,109,121,106,104

# One compound at a time, as listed above. Order of screens: NCI-H226	HCT-15	NCI-H522	COLO 205	NCI/ADR-RES	NCI-H23	NCI-H322M	NCI-H460	HCT-116
# Record of Cc1ncc(C(=O)Nc2ccccc2)[nH]1 : x	98	x	103	108	105	125	112	105
# Record of N#C/C(=C\c1ccc(-c2ccc(Cl)cc2)o1)C(=O)Nc1ncc(Cc2ccc(Cl)cc2)s1 : 65	38	46	57	26	32	23	-38*	3.1*
# Record of CC1CCc2c(sc(NC(=O)CSc3nnc4ccccn34)c2C(N)=O)C1 (stereo unspecified) : 103	106	108	126	118	109	121	106	104
# Record of COc1ccc(-c2cnc(SCC(=O)Nc3ccc(-c4nc5ccccc5s4)cc3)n2-c2ccc(OC)cc2)cc1 : 105	x	x	112	107	101	102	110	107

# More compounds.
SMILES,NCI-H226,HCT-15,NCI-H522,COLO 205,NCI/ADR-RES,NCI-H23,NCI-H322M,NCI-H460,HCT-116
O=C(CNc1ncnc2sc3c(c12)CCCC3)N=Nc1c(O)[nH]c2ccccc12,43,98,96,114,90,97,109,104,98
CN(C)CC(=O)Nc1nc(-c2cccc(NS(=O)(=O)c3cccc4c(N(C)C)cccc34)c2)cs1,74,76,77,104,77,76,96,92,80
O=C(O)c1ccccc1Cc1ccc(F)c2ccccc12,107,99&108,90&94,121&101,110&114,105&98,112&109,99&109,101&120
Cc1ccc(-n2nnc(C(=O)NCC(=O)Nc3ccccc3)c2C)cc1,104,105,94,114,100,100,102,101,106
CCCCCCCCCCNC(=O)CI,77,14,x,-20*,2.9*,-49*,97,101,-28*
O=C1C(=O)/C(=C/c2ccccc2)CCCCCC/C1=C/c1ccccc1,101,32,x,100,80,42,94,90,-24*
O=C(c1ccc(Cl)cc1)C(c1c[nH]c2ccccc12)c1c[nH]c2ccccc12,-51*,-64*,-83*,-88*,11,x,38,-54*,-91*
CCOC(=O)c1cc(Cl)c(O)c(Cl)c1,103,104,103,100,111,103,117,108,102
N#C/C(=C\c1ccc2c(c1)OCO2)c1nc(N)nc(Nc2ccc(S(N)(=O)=O)cc2)n1,95,105,100,109,100,91,94,101,95
Fc1ccc(C(c2ccc(F)cc2)C(Cl)(Cl)Cl)cc1,107,100,100,107,105,99,95,105,108
Cc1nc(-c2ccccc2)cc2c(O)c(C(=O)N/N=C/C=C/c3ccccc3)[nH]c(=O)c12,x,97,98,105,112,99,115,108,106
CC1=C(Br)C(=O)C(c2c(C)cc(C)c(Br)c2C)=C(Br)C1=O,91,81,x,43,71,85,94,63,47
O=C(O)CCCSc1nc(-c2ccccc2)cc(-c2ccc(Cl)cc2)n1,94,94,92,113,100,90,101,114,97
C=C(C)[C@@H]1CC[C@]2(C=NCCCNCCCCNCCCN)CC[C@]3(C)[C@H](CC[C@@H]4[C@@]5(C)CCCNC(C)(C)[C@@H]5CC[C@]43C)[C@@H]12,80,83,100,79,92,82,100,92,78
CNCC(=O)Nc1cccc(Cl)c1C,111,104,105,127,103,96,113,103,112
COc1cc(/C=C2\C(=O)Nc3ccccc32)ccc1OCc1ccc(F)cc1,100,101,92,111,102,99,103,86,107
COc1ccc(-c2nc(-c3nc4ccc(C)cc4[nH]3)c3ccccn23)cc1,58,34,39,61,23,69,50,52,41
COc1cc(C(C)(C)C)cc(OC)c1C(O)(c1c(OC)cc(C(C)(C)C)cc1OC)c1c(OC)cc(C(C)(C)C)cc1OC,-66*,-86*,-56*,-89*,-57*,-51*,-69*,-82*,-100*
COc1ccc(C(=O)c2ccc(OC)c(OC)c2)cc1OC,97,101,92,124,94,96,107,106,95
Clc1ccc(NCc2cn(-c3ccccc3)nc2-c2ccc(OCc3ccccc3)cc2)cc1,103,88,80,102,90,90,103,103,81
Fc1cccc(Oc2ccc(Nc3ncnc4ccc(OCCCN5CCOCC5)cc34)cc2Cl)c1,88,11,44,79,55,74,38,42,69
Cc1ccc(C2(c3ccccc3)NC(=O)NC2=O)cc1 (stereo unspecified),99,109,108,112,109,110,113,106,110
O=C(/C=C/c1cn(-c2ccccc2)nc1-c1ccccc1)c1cc2ccccc2oc1=O,104,81,95,125,100,100,96,103,92
O=c1[nH]c(O)c(/C=N/C(=S)N=Nc2c(O)[nH]c3ccccc23)c(=O)[nH]1,101,111,84,95,101,93,101,106,103

# As entered above:
# O=C(CNc1ncnc2sc3c(c12)CCCC3)N=Nc1c(O)[nH]c2ccccc12 in NCI-H322M → 109
# O=C(/C=C/c1cn(-c2ccccc2)nc1-c1ccccc1)c1cc2ccccc2oc1=O in NCI-H226 → 104
# COc1ccc(-c2nc(-c3nc4ccc(C)cc4[nH]3)c3ccccn23)cc1 in COLO 205 → 61

# Screens (PubChem)
